PrPC surface inh: inhibitors of human cell surface prion protein PrPC, primary screen, cell-based, TR-FRET. Major prion protein (Homo sapiens), P04156. TR-FRET read-out. inhibition, % at 13.8 µM. 370,000 tested, 0.43% active; in the data active = inhibition above about 24%; note: 0% = median of the test wells and 100% = reference compound wells
BioA inh: M. tuberculosis BioA enzyme inhibitors, primary screen, biochemical, plate reader, single point, HTS. 7,8-diaminopelargonic acid synthase BioA (Mycobacterium tuberculosis). purified M. tuberculosis BioA enzyme. inhibition, % at 9.99 µM. 360,000 tested, 0.096% active. AID 602481, 2012; in the data active = inhibition above about 40%; inconclusive = no clear call, values can overlap the other calls
Rv3671c protease: Rv3671c serine protease inhibitors, primary screen, biochemical, fluorescence polarization, M. tuberculosis H37Rv; inhibition, % at 5.96 µM; P9WHR9; 320,000 tested, 0.048% active; in the data active = inhibition above about 38%;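 note: extracellular domain of Rv3671c used as enzyme; 0% = enzyme with DMSO and 100% = no enzyme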
Target sequence (P9WHR9 whole entry, looked up, the tested form may be a part): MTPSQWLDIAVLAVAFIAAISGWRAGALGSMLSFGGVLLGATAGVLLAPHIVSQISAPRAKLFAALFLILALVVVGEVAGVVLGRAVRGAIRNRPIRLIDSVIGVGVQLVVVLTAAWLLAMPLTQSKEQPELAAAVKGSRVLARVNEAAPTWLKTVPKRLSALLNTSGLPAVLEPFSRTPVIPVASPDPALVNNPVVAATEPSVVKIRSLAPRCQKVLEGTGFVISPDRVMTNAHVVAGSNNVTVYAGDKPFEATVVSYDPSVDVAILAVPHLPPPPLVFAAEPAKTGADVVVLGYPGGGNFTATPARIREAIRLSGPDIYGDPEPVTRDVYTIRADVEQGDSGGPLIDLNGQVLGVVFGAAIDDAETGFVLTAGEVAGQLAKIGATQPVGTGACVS
MazF activator: activators of E. coli MazEF toxin-antitoxin RNase, primary screen, biochemical, fluorescence, uHTS; FAM/BHQ RNA-DNA oligo cleavage fluorescence, 5 h; AID 504720, 2011; 350,000 tested, 0.32% active; activation, % at 20 µM; in the data active = activation above about 50%
Target sequence (P0AE70 whole entry, looked up): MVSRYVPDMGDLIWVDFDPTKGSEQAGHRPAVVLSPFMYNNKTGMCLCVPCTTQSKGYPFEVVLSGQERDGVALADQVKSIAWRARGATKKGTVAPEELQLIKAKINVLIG
BoNT-F LC inh: BoNT/F light chain protease inhibitors, primary screen, biochemical, flow cytometry, MLPCN library; Multiplex microsphere protease cleavage assay; inhibition, % at 10 µM; 360,000 tested, 0.22% active; AID 588497, 2011; in the data active = inhibition above about 35%, passing the limit was not always enough; inconclusive = no clear call, values can overlap the other calls; note: plate controls were buffer without enzyme for full effect and enzyme alone for no effect
Mtb UGM inh: M. tuberculosis UGM enzyme inhibitors, primary screen, biochemical, fluorescence polarization, single point; 320,000 tested, 0.06% active; inhibition, % at 10 µM; purified UGM, fluorescence polarization probe displacement; in the data active = inhibition above about 10%, passing the limit was not always enough; inconclusive = no clear call, values can overlap the other calls
Target sequence (P9WIQ1 whole entry, looked up): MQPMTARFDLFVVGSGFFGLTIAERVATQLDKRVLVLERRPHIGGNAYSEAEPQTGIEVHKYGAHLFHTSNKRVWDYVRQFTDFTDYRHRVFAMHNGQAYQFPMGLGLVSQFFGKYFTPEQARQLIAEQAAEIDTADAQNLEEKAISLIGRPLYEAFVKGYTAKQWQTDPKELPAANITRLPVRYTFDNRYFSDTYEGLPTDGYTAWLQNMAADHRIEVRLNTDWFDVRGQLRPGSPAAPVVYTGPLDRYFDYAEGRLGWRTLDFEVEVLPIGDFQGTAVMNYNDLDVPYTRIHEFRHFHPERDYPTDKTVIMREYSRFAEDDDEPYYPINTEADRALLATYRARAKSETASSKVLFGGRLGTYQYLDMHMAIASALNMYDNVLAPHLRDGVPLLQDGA
Mtb FBA inh: Mtb FBA enzyme inhibitors, primary screen, biochemical, fluorescence, strain H37Rv. Fructose-bisphosphate aldolase (Mycobacterium tuberculosis (strain ATCC 25618 / H37Rv)), …. purified M. tuberculosis FBA, fluorescence read-out. inhibition, % at 1 µM. 360,000 tested, 2.3% active. AID 588726, 2011; in the data active = inhibition above about 27%;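 note: 0% = vehicle and 100% = reference inhibitor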
GDH-TPI inh: GDH-TPI coupling enzyme inhibitors, primary screen, artefact control for M. tuberculosis FBA inhibitor project, biochemical, absorbance, full deck; GDH-TPI coupled enzyme counterscreen, NADH absorbance; inhibition, % at 4.8 µM; 360,000 tested, 1.2% active; in the data active = inhibition above about 30%;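 note: 0% = DMSO wells and 100% = wells lacking the enzyme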
FadD28 FP inh: inhibitors of FadD28 bisubstrate probe binding, primary screen, biochemical, fluorescence polarization, single point. Mycobacterium tuberculosis FadD28 fatty-acid-AMP ligase. inhibition, % at 12.5 µM. 360,000 tested, 0.22% active. AID 588549, 2011; in the data active = inhibition above about 8.5%, passing the limit was not always enough; inconclusive = no clear call, values can overlap the other calls
An asterisk follows results filed as active; ? = inconclusive; . = not tested or not shown.

SMILES	PrPC surface inh	BioA inh	Rv3671c protease	MazF activator	BoNT-F LC inh	Mtb UGM inh	Mtb FBA inh	GDH-TPI inh	FadD28 FP inh
CCOC(=O)CCc1c(C)n(CC)c2ncnn2c1=O	-4	-1.5	6	12	-4	2.2	5	17	-8.2
CCn1cc(CN2CCC(C(=O)Nc3ccc(Oc4ccccc4F)cc3)CC2)c(C)n1	-17	1.7	2	4	2	-3.7	7	6	3.1
Cc1ccc(Sc2c(C)[nH]n(C(C)(C)C)c2=O)cc1	3	-2.3	-2	5	3	-0.5	-2	9	-1.8
Cc1cc(=O)[nH]c(N/N=C/c2c(C)nn(-c3ccccc3)c2C)n1	-1	2.3	10	15	3	0.5	5	13	-2.8
Cc1onc(-c2ccccc2)c1CNC(=O)Nc1ccccc1	13	.	-7	5	?	-0.5	-6	1	-5.1
CCCCC1C(=O)NN(c2ccccc2)C1=O (stereo not given)	7	-0.6	.	7	-2	.	-1	1	-0.6
CCCCN(Cc1ccccc1)S(=O)(=O)c1cc2c(cc1Br)CC(C)N2C(C)=O (stereo not given)	14	.	.	-2	-9	.	-2	0	-7.7
CCC(=O)N=c1sc2cc(F)cc(F)c2n1C	-4	-0.3	-1	2	2	-3.9	-1	4	-1.7
CC1=C(C(=O)OCc2ccccc2)C(c2ccc([N+](=O)[O-])cc2)NC(=O)N1CCCCCC(=O)O (stereo not given)	2	-0.7	1	7	-3	-0.5	-3	7	-2.7
c1ccc(N2N=C(c3cccs3)CC2c2ccco2)cc1 (stereo not given)	-2	-1.4	6	-11	1	0.2	78*	20	0.5
CC(C)CCNC(=O)CN(CCN1CCOCC1)C(=O)Cn1nnc(-c2ccc(F)cc2)n1	2	0.3	0	-2	-1	-1.3	3	4	-2.4
Cc1ccc(-n2c(SCC(=O)Nc3ccc(N4CCOCC4)cc3)nc3ccccc3c2=O)cc1	8	.	-12	-1	1	0.9	0	-3	-1.9
N#C/C(=C\c1ccccn1)c1ccccn1	-13	-1.8	8	-11	-8	-0.6	2	17	-1.5
COc1ccccc1CNN	-4	0.3	-2	-16	-4	-2.3	2	7	-2.1
COc1ccccc1NC(=O)Cc1c(F)cccc1Cl	-1	-1.4	-5	-3	-7	-3.9	-2	3	-3.9
Cc1ccc2c(c1)N(C(=O)CCC(=O)NCCN1CCOCC1)CCO2	-3	-0.7	3	-13	4	4.0	2	-1	0.0
COc1ccc(CNS(=O)(=O)CCNC(=O)c2cccc(OC)c2)cc1	-2	-0.8	1	2	?	-1.0	-1	5	-3.4
O=C(NCCCn1ccnc1)C1c2ccccc2Oc2ccccc21	-2	-0.1	-2	2	-13	0.0	-2	0	-1.5
CCN(c1ccccc1)S(=O)(=O)c1ccc(N2CCN(c3ccc(OC)cc3)CC2)nc1	2	-2.0	102*	-2	-6	0.9	-2	4	-0.5
CC(C)(C)OC(=O)[C@H](Cc1ccccc1)NC(=O)c1nc[nH]c1C(=O)NC1CCN(C(=O)OC(C)(C)C)CC1	7	-3.1	-3	11	-4	0.5	0	4	-2.6
CCC(C)NC(=O)c1ccc2c(c1)N(Cc1ccccc1)C(=O)CS2 (stereo not given)	12	.	6	-1	0	-0.1	97*	4	-1.0
CCc1nc2ccc(C(=O)Nc3ccc(NC(C)=O)cc3)cn2c1N(C)CCCc1ccccc1	3	-1.6	.	.	-5	.	4	-2	1.0
COc1cc(C(=O)NCC(=O)N/N=C/c2ccco2)cc(OC)c1OC	-7	0.7	7	-2	-6	3.7	-3	2	1.5
O=C(Nc1ccccc1N1CCOCC1)c1cnccn1	-1	-2.4	6	12	-7	-1.0	0	7	-17
COCC(=O)N/N=C\c1cccc(OC)c1OC/C=C/c1ccccc1	-7	-1.4	.	0	-3	0.6	10	6	-1.2
SMILES	PrPC surface inh	BioA inh	Rv3671c protease	MazF activator	BoNT-F LC inh	Mtb UGM inh	Mtb FBA inh	GDH-TPI inh	FadD28 FP inh
COC(/C=C/Nc1ccc(Br)cc1)=C(C#N)C#N	2	4.6	-1	0	2	-2.1	-1	2	-3.0
C=CCN1CC(=O)N2C(c3ccccc3)c3[nH]c4ccccc4c3C[C@H]2C1=O (stereo not given in full)	5	0.3	.	-1	1	-0.7	-1	-9	-0.8
CS(=O)(=O)c1ccc(Cl)c(NC(=O)Cc2c(F)cccc2Cl)c1	-6	.	-7	5	-2	3.0	0	2	0.0
COCCCn1c(C23CC4CC(CC(C4)C2)C3)n[nH]c1=S	-4	-0.5	-3	-9	?	5.7	-1	11	-1.0
CCN1CCN(C(=O)c2ccc(CS(=O)(=O)Cc3ccccc3Cl)o2)CC1	2	7.1	.	9	-6	.	-2	4	-1.9
S=C(c1ccc(-c2ccc(Cl)cc2Cl)o1)N1CCCC1	3	7.4	9	-4	.	-0.4	-1	0	-1.0
Cc1ccc(CN2CCC[C@]3(N[C@H](c4ccc(C)cc4)[C@@H]4C(=O)N(Cc5ccccc5)C(=O)[C@@H]43)C2=O)cc1	9	-1.8	.	13	-7	.	2	3	-1.3
Cc1ccccc1-c1nc(C#N)c(NCc2ccco2)o1	-1	.	-9	6	-3	-0.7	1	0	-0.4
Cc1cc(NC(=O)CN(C)S(=O)(=O)c2cccc(Cl)c2)no1	0	.	-2	6	0	0.3	-5	-5	-4.0
CN(N=Nc1cccc([N+](=O)[O-])c1)c1ccccc1	-7	0.8	-5	10	-16	-0.6	1	4	-0.7
CC(=O)N1[C@H](Cc2ccccc2)C=C[C@]1(C)C(=O)NCCc1c[nH]c2ccccc12	4	0.5	0	2	1	-2.0	1	12	1.4
CCOc1ccc(C2Nc3ccc4ccccc4c3-c3c2c(=O)oc2ccccc32)cc1 (stereo not given)	-5	.	-1	14	3	-2.6	3	18	0.5
Cn1cccc1CC(=O)N/N=C/c1cccc2ccccc12	-2	-0.8	2	-8	-17	0.5	-3	27	0.5
Cc1ccc(C(C)C)cc1S(=O)(=O)Nc1ccncc1	1	.	-2	2	-18	2.6	2	0	-1.5
COc1ncnc2c1ncn2CCCN(C)Cc1ccco1	-8	-1.0	.	-14	-4	.	3	9	-0.6
CCOC(=O)c1ccccc1NC(=O)Nc1ccc(OC)c(OC)c1	0	-1.1	9	-16	-8	1.3	3	7	-1.9
COc1ccc(CCN(Cc2cccs2)S(=O)(=O)c2ccc(S(=O)(=O)N3CCCCCC3)cc2)cc1OC	5	.	-1	-6	-2	0.3	0	10	-2.6
O=C(CCc1ccccc1)NCc1ccncc1	-5	1.2	.	0	0	0.6	-2	0	-3.2
O=C(Nc1ccc(F)c(F)c1)NC1CCCCC1	3	3.8	-2	4	-3	1.3	-2	2	1.1
O=C(CNc1cc(S(=O)(=O)N2CCOCC2)ccc1NCC1CCCO1)Nc1ccccc1F (stereo not given)	-1	-0.6	4	-201	-3	-1.5	1	1	0.8
Cc1ccccc1NC(=S)NCCC(c1ccccc1)c1ccccc1	8	.	-13	-15	-18	-2.8	-1	-4	-5.1
C/C(=N\NC(=S)NCCc1ccccc1)c1ccc(C)cc1	-5	-1.0	-8	5	-3	2.7	-2	1	-2.4
CN(C(=O)c1cc(S(=O)(=O)N2CCCCC2)c[nH]1)C1CCCCC1	7	4.5	-3	7	-5	1.0	0	-19	-1.6
COc1ccc(CNC(=O)CN(Cc2ccco2)C(=O)CNS(=O)(=O)c2ccc(F)cc2)cc1	-8	-0.3	0	2	9	-1.3	0	4	-1.2
CC(CCc1ccccc1)NC(=O)C1CCCN(c2nnc(-n3cccc3)s2)C1 (stereo not given)	3	-0.7	-1	-2	2	-0.5	-1	13	-0.9

Among those listed so far, these have a nitro group on carbon:
SMILES	PrPC surface inh	BioA inh	Rv3671c protease	MazF activator	BoNT-F LC inh	Mtb UGM inh	Mtb FBA inh	GDH-TPI inh	FadD28 FP inh
CC1=C(C(=O)OCc2ccccc2)C(c2ccc([N+](=O)[O-])cc2)NC(=O)N1CCCCCC(=O)O (stereo not given)	2	-0.7	1	7	-3	-0.5	-3	7	-2.7
CN(N=Nc1cccc([N+](=O)[O-])c1)c1ccccc1	-7	0.8	-5	10	-16	-0.6	1	4	-0.7

The results go on:
SMILES	PrPC surface inh	BioA inh	Rv3671c protease	MazF activator	BoNT-F LC inh	Mtb UGM inh	Mtb FBA inh	GDH-TPI inh	FadD28 FP inh
COc1ccc(OC)c(-c2nnc(-c3ccc(C)o3)o2)c1	-4	0.2	-5	11	-6	1.8	103*	24	-0.3
CN(C)CCNc1ccc(CO)c2sc3ccc(O)cc3c(=O)c12	-13	.	.	-7	-58	.	2	16	-0.8
Cc1ccc(SCC(=O)Nc2ccc3c(c2)OCCO3)cc1	10	.	-7	5	-8	-1.3	-2	-3	0.9
Cc1noc(C)c1C1(O)CCCCCCCCCCC1	22	-1.0	0	2	4	2.2	2	3	-1.6
Cc1cccc(CCNS(=O)(=O)c2ccc(S(=O)(=O)NC3CCCC3)cc2)c1	22	-1.0	-7	-11	-7	-0.4	-2	11	-0.5
CC(=O)c1ccc(NC(=O)CS(=O)(=O)c2cn(CC(=O)N3CCOCC3)c3ccccc23)cc1	3	2.9	-8	1	-5	1.2	-1	-3	-2.4
O=C(c1cccc(C(F)(F)F)c1)N1CCc2c([nH]c3ccccc23)C1C(F)(F)F (stereo not given)	0	.	-14	2	?	-1.1	-3	21	-0.3
COc1ccc(C(=O)Oc2ccc3c(C)cc(=O)oc3c2C(C)=O)cc1	4	-2.0	3	4	-6	1.7	2	8	-0.3
Cc1cc(C(=O)COC(=O)CC2Sc3ccccc3NC2=O)c(C)n1-c1ccccc1 (stereo not given)	6	.	-36	-10	-6	-2.3	-2	7	0.1
Cc1cc(NC(=O)C2CC2)ccc1NC(=O)c1cccs1	0	.	5	3	11	2.3	0	6	-1.4
CCCSc1ccc([C@@H]2[C@H]3C(=O)N(CC)C(=O)[C@H]3[C@]3(C(=O)OC)CCCCN23)cc1OC	2	-1.6	-10	-6	3	2.3	6	0	-1.1
CCN(CC)S(=O)(=O)c1cc(NC(=O)C(C)N2CCc3ccccc32)ccc1C (stereo not given)	11	0.4	-8	5	?	-1.1	4	-3	-0.3
CCN(CC)CC(O)COc1ccc2c(c1)c(C(C)=O)c(C)n2-c1ccccc1 (stereo not given)	-9	28	7	10	-12	-2.5	-5	1	-2.7
O=S(=O)(Nc1ccc(S(=O)(=O)N2CCOCC2)cc1)c1ccc(Br)cc1	-5	-1.1	2	9	5	1.3	-2	-8	-2.6
COc1ccc(N2CCN(C(=O)COC(=O)CCS(=O)(=O)c3ccc(C)cc3)CC2)cc1	0	2.7	-7	6	.	0.6	2	-11	0.7
C=CCOC(=O)C1=C(C)OC(N)=C(C#N)C1c1ccc(F)cc1 (stereo not given)	2	0.3	-2	0	2	-2.5	2	2	-2.6
C=CCn1c(N)cc(=O)nc1SCC(=O)Nc1ccc2ccccc2c1	-1	-1.0	-3	5	2	-2.4	0	10	-5.7
CCOc1cc(N2CCOCC2)c(OCC)cc1NC(=O)c1cccc(S(=O)(=O)N2CC(C)OC(C)C2)c1 (stereo not given)	7	-3.7	.	-2	-10	.	5	11	-0.2
CCOc1ccc(-c2nnn(CC(=O)N3CCN(c4ccc(F)cc4)CC3)n2)cc1OCC	0	8.3	6	11	0	4.0	9	5	0.9

Some of these compounds in order of SMILES length, lowest first.
SMILES	PrPC surface inh	BioA inh	Rv3671c protease	MazF activator	BoNT-F LC inh	Mtb UGM inh	Mtb FBA inh	GDH-TPI inh	FadD28 FP inh
O=C(Nc1ccc(F)c(F)c1)NC1CCCCC1	3	3.8	-2	4	-3	1.3	-2	2	1.1
C/C(=N\NC(=S)NCCc1ccccc1)c1ccc(C)cc1	-5	-1.0	-8	5	-3	2.7	-2	1	-2.4
Cc1ccc(Sc2c(C)[nH]n(C(C)(C)C)c2=O)cc1	3	-2.3	-2	5	3	-0.5	-2	9	-1.8
CCOc1cc(N2CCOCC2)c(OCC)cc1NC(=O)c1cccc(S(=O)(=O)N2CC(C)OC(C)C2)c1 (stereo not given)	7	-3.7	.	-2	-10	.	5	11	-0.2

Screening data from PubChem BioAssay.
